# Assay outcomes from PubChem.
# IMPase Li inh: cell-permeable IMPase inhibitors with lithium potentiation; CHO-M1 cells, IP1 TR-FRET (IP-One), carbachol + lithium; Potency, µM (highest dose often 59.4 µM), for inactives: at the top dose activity, negative = IMPase inhibition, actives largely listed as inhibitors; 210,000 compounds, 0.35% hits; AID 1457;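 note: IP1 builds up when IMPase is blocked and the TR-FRET signal falls; potency is the fitted concentration of half-maximal effect; plate controls were basal vehicle for no effect and high inhibitor control for full effect; nearly all actives have a fitted effect of over 50% in size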
#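 Concentration–response in CHO-M1 cells, lithium-potentiated; 30 min at 37C. IP1 detected by competitive TR-FRET after 10 min lysis at RT. Hill-fitted AC50.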
# HTT ATP protect: protects HTT-Q103 PC12 cells, measured by ATP | 230,000 compounds, 0.14% hits | Potency, µM (doses to about 56.4 µM), for inactives: cytoprotection (ATP increase), actives largely listed as activators | AID 1471 | PC12 HTT-Q103 induced, cytoprotection, ATP luminescence, 40 h;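 note: potency is the fitted concentration of half-maximal effect; % of control where 0% means no effect; nearly all actives have a fitted effect of over 45% in size; toxic huntingtin expression switched on by the ecdysone agonist tebufenozide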
#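 Compounds added alongside 100 nM tebufenozide, which induces toxic Q103 huntingtin exon 1-GFP in stable PC12 cells; surviving cells quantified by luminescent ATP measurement. Medium: phenol red-free DMEM, 5% equine and 5% calf serum.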
# CBFb-RUNX1 inh: blocks binding between human CBF-beta and RUNX1; Potency, µM (doses to about 59.8 µM), for inactives: at the highest dose activity, negative = inhibition, most hits filed as inhibitors; 230,000 tested, under 10 active; AlphaScreen CBFb-His/RUNX1-biotin binding, biochemical; note: % of control where 0% means no effect
# Target sequence (Q01196 whole entry, looked up): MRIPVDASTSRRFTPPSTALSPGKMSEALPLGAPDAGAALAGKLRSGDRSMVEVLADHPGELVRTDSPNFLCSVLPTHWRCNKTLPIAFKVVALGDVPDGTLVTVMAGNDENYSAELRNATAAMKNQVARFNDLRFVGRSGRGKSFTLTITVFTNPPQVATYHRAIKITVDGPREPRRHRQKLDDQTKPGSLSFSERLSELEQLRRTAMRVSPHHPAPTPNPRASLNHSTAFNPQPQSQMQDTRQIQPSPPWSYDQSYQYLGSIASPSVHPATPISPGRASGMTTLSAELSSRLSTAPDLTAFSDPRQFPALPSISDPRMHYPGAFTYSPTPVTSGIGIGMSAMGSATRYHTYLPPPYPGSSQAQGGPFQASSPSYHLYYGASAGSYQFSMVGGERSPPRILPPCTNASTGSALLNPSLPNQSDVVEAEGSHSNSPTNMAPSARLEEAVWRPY
# Target sequence (Q13951 whole entry, looked up): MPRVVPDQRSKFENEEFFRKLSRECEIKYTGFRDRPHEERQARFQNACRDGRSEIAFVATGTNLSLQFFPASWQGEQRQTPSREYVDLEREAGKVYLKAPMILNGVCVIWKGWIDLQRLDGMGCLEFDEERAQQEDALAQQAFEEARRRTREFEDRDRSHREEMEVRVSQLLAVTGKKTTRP
#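 His-tagged CBF-beta and biotinylated RUNX1 (30 nM each) were premixed 20 min at room temperature, exposed to compound for 15 min, then given nickel-chelate and streptavidin AlphaScreen beads (50 ng each). After 90 min, AlphaScreen signal was read.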
# HTT aggregate: inhibitors of mutant huntingtin aggregate formation in PC12 cells | PC12 HttQ103-GFP aggregates, Acumen cytometry, 40 h | Potency, µM (top dose mostly 46.1 µM), for inactives: at the highest dose activity change, negative = inhibition, usual class: inhibitors | 220,000 compounds, 1.1% hits; note: potency is the fitted concentration of half-maximal effect; % is set by controls: 0 for no effect and ±100 for the full control effect; nearly all actives have a fitted effect of over 60% in size
#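 Quantitative HTS on tebufenozide-induced (100 nM) PC12 cells stably expressing polyQ103 Huntingtin exon 1–GFP. Reduction of bright GFP aggregates, detected by laser scanning cytometry after lysis, identified actives across the titration.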
# SMN2 splice enh: SMN2 splice variant enhancement; HEK293 SMN2-luciferase splicing reporter, luminescence, 30-36 h; Potency, µM (doses to about 46.1 µM), without a hit: top-dose activity change, positive = activation, hits mostly activators; 210,000 compounds, 2.8% hits; note: potency is the fitted concentration of half-maximal effect; % of control where 0% means no effect; nearly all actives have a fitted effect of over 55% in size
#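 HEK293 cells carry an SMN2 minigene-luciferase reporter in which exon 7 inclusion puts luciferase in frame. Cells were seeded at 2000 cells/well, attached for 10-12 hours, then exposed to compounds for 30-36 hours at 37C before ONE-Glo luminescence.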
# Lamin A splicing: changes lamin A minigene splicing in HeLa cells | 200,000 compounds, 0.01% hits | Potency, µM (titrated, usually from 46.1 µM), without a hit: top-dose ratio change, negative = inhibition, actives largely listed as inhibitors | HeLa LMNA splicing GFP/RFP minigene ratio, 48 h | AID 1487; active = well fitted inhibition curve with a large enough effect in the signal ratio, with a control signal flat, not every such curve was filed as active; inconclusive = small, poorly fitted or top-dose-only effect, or effect the other way, or a change in a side signal; the % refers to the signal ratio; note: potency is the fitted concentration of half-maximal effect; % is set by controls: 0 for no effect and ±100 for the full control effect
#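 S3 HeLa stable clones carrying a lamin A-EGFP splicing minigene plus DsRed2 were seeded at 600 cells/well in Opti-MEM with 2% FBS, pin-dosed and incubated 48 h at 37°C. Acumen cytometry (488 nm) gave the GFP/RFP total-intensity ratio.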
# KinaseGlo FLuc: Kinase-Glo luciferase inhibition (counter-screen) | Potency, µM (doses to about 38.3 µM), inactives show at the highest dose activity change, negative = inhibition, hits mostly inhibitors | AID 1379 | Kinase-Glo luciferase, ATP luminescence, 8 min | 200,000 compounds, 0.28% hits | Q27757; note: potency is the fitted concentration of half-maximal effect; % is set by controls: 0 for no effect and ±100 for the full control effect; nearly all actives have a fitted effect of over 60% in size
#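 Compounds were added to a substrate mix at pH 7.2 (50 mM imidazole, 10 uM ATP, within the enzyme's linear range), followed by Kinase-Glo detection reagent; luminescence was measured after 8 minutes at ambient temperature.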
# * = called active by the depositor; ? = inconclusive; nt = no result given; & = joins results of further samples; [ ] = dose if it differs, or a comment. Unless noted, calls come from the whole dose curve; as a rule, active = well fitted curve in the direction sought with a large enough effect; inconclusive = small, poorly fitted or top-dose-only effect, or another doubt; inactive = no such curve, though single readings can be large; an effect the other way counts as inactive or inconclusive.
# Below each SMILES – IMPase Li inh, HTT ATP protect, CBFb-RUNX1 inh, HTT aggregate, SMN2 splice enh, Lamin A splicing, KinaseGlo FLuc
1	COc1ccc(Cl)cc1S(=O)(=O)n1ccnc1C(C)C
→ 17%[38.3 µM], -3%, 0%, -2%, -32%[inhibitor], -4%, 11%
2	CCOc1cc(/C=N\NC(=O)Cc2ccccc2)ccc1OCC(=O)Nc1ccc(C)c(C)c1
→ 6%[38.3 µM], -19%, 4%, -8%, 6%, -1%, -3%
3	O=C(c1ccc(F)cc1)N1CCN(C2CCC(c3ccccc3)CC2)CC1 (configuration not stated)
→ 27%, nt, 2%, nt, -12%, nt, -4%
4	CCOc1ccccc1NC(=O)Nc1cccc(S(N)(=O)=O)c1
→ nt, -12%[10 µM], -5%, -8%[9.22 µM], nt, ?, nt
5	COc1ccc(OC)c(C2=Nn3c(nnc3-c3cc(C)[nH]n3)SC2)c1
→ nt, 13%[10 µM], 2%, ?, nt, nt, nt
6	COc1ccc(/C=N/NC(=O)c2cc(-c3ccccc3OC)nc3ccccc23)cc1COC(C)=O
→ 8%[38.3 µM], 25%, -9%, 23%, -2%, 5%, 0%
7	CCCc1nc2oc3ccccc3c(=O)c2c(=O)n1-c1ccccc1
→ nt, -11%[10 µM], -2%, 4%[9.22 µM], nt, nt, nt
8	C=CCNc1nc(C2(C)CC3(CC(C)OC3=O)C(=O)O2)cs1 (configuration not stated)
→ 16%, 1%[10 µM], 2%, -3%, 2%, 2%, 2%
9	COc1ccccc1OCC(O)CO (configuration not stated)
→ 5%&-3%, -10%&-24%, -8%&12%, 3%, 2%&2%, nt, -4%&2%
10	CCOc1ccccc1-c1nnc(SCC(=O)Nc2ccccc2)o1
→ 24%[38.3 µM], -2%, 11%, 14%, 24%, -10%, -2%
11	Cc1ccc2[nH]c(=O)c(CN(CCCN(C)C)C(=O)Nc3ccc(F)cc3)cc2c1
→ 2%, 8%[10 µM], -4%, -10%[9.22 µM], -9%, nt, 0%
12	CCOc1ccc(NC(=O)NCCCn2c(C)nc3cc(C)c(C)cc32)cc1
→ 14%[38.3 µM], -32%, -5%, -28%, -5%, -8%, -3%
13	COC(=O)c1ccc(CSc2nnc(NC(C)C)s2)cc1
→ -7%[38.3 µM], -25%, 2%, 7%, -1%, 4%, -3%
14	Cc1cccc(N2C(=O)C(Cl)=C(Nc3c(C)n(C)n(-c4ccccc4)c3=O)C2=O)c1C
→ 13%[38.3 µM], -3%, -9%, 14%, -10%, 6%, -2%
15	COc1ccc(C2(CNC(C)=O)CCOCC2)cc1OC
→ 4%[38.3 µM], -11%, 3%, -2%, 0%, 3%, 16%
16	Cc1nnnn1/C(=C\c1ccccc1)C(=O)OCC(=O)NC(C)(C)C
→ 2%, 9%[1.9 µM], -1%, 11%, -17%, ?, 0%
17	Cc1ccc(-c2cc(C(=O)Nc3sc4c(c3C(=O)NCc3ccco3)CCC4)[nH]n2)c(O)c1
→ ?, -21%[10 µM], 3%, 2%, 11%, -10%, -2%
18	COc1ccc(Br)cc1CN(C)CC(=O)Nc1cccc(S(N)(=O)=O)c1
→ 3%, -37%, -6%, 8%, -9%, -16%[46 µM], 3%
19	C=CCn1c(CSCc2ccc(Cl)cc2Cl)nnc1SCC(=O)Nc1ccc(C(=O)O)cc1
→ nt, -10%[10 µM], 0%, 1%[9.22 µM], nt, nt, nt
20	Cc1ccc(CNC(=O)c2nc3nc(C)cc(C)n3n2)cc1
→ 0%[38.3 µM], 12%, 2%, 9%, -1%, 10%, -4%
21	CCn1cc(C(=O)O)c(=O)c2cc(F)c(N/N=C/c3ccccc3)cc21
→ -3%, 7%[10 µM], ?, 0%, nt, ?, -4%
22	COc1ccc(C2CC(c3ccc(F)cc3)n3nc(NC(=O)c4ccco4)nc3N2)cc1 (configuration not stated)
→ nt, 12%[10 µM], 0%, 0%[9.22 µM], nt, nt, nt
23	C=CCc1c(C)nc(SC)nc1Nc1ccc(C)cc1
→ 37%[activator][38.3 µM], 6%, 7%, -13%, 1%, ?, -6%
24	COc1ccc2nc3ccccc3nc2c1
→ -4%, -24%, 5%, 2%, 11µM*, ?, -22%
25	O=C(c1ccc(COc2ccc(Cl)cc2)o1)N1N=C(C(F)F)CC1(O)C(F)F (configuration not stated)
→ 6%, 24%[0.074 µM], 4%, -4%, -26%, ?, 4%
26	COc1cccc(-n2nc(C(=O)N3CCN(Cc4ccccc4)CC3)c3ccccc3c2=O)c1
→ 1%, -44%[inhibitor], 4%, 27%, -6%, nt, -3%
27	COc1ccc2c(C)cc(SCC(=O)NCCN3C(=O)CSC3=O)nc2c1
→ nt, -7%[10 µM], -4%, 20%, nt, -2%, nt
28	COc1cc(/C=N/n2cnnc2)ccc1OCCSc1ccc(C)cc1
→ -6%[38.3 µM], -25%, -2%, -2%, ?, 9%, 6%
29	CC(c1ccc(F)cc1)n1c(Cn2ncc3ccccc3c2=O)n[nH]c1=S (configuration not stated)
→ 10%, 4%[10 µM], 7%, -4%[9.22 µM], nt, -3%[46 µM], -1%
30	COc1ccc(/C(=C\C(=O)O)c2nccc3cc(OC)c(OC)cc23)cc1OC
→ 3%, 29%, 5%, nt, 12%, nt, -1%

# Full records from above. Order of screens: IMPase Li inh, HTT ATP protect, CBFb-RUNX1 inh, HTT aggregate, SMN2 splice enh, Lamin A splicing, KinaseGlo FLuc
# `COc1ccc(C2CC(c3ccc(F)cc3)n3nc(NC(=O)c4ccco4)nc3N2)cc1` (configuration not stated) reads nt, 12%[10 µM], 0%, 0%[9.22 µM], nt, nt, nt
# `COc1ccc(Br)cc1CN(C)CC(=O)Nc1cccc(S(N)(=O)=O)c1` reads 3%, -37%, -6%, 8%, -9%, -16%[46 µM], 3%

# A second format for some results above.
no. | mol | IMPase Li inh | HTT ATP protect | CBFb-RUNX1 inh | HTT aggregate | SMN2 splice enh | Lamin A splicing | KinaseGlo FLuc
16 | Cc1nnnn1/C(=C\c1ccccc1)C(=O)OCC(=O)NC(C)(C)C | 2% | 9%[1.9 µM] | -1% | 11% | -17% | ? | 0%
17 | Cc1ccc(-c2cc(C(=O)Nc3sc4c(c3C(=O)NCc3ccco3)CCC4)[nH]n2)c(O)c1 | ? | -21%[10 µM] | 3% | 2% | 11% | -10% | -2%
18 | COc1ccc(Br)cc1CN(C)CC(=O)Nc1cccc(S(N)(=O)=O)c1 | 3% | -37% | -6% | 8% | -9% | -16%[46 µM] | 3%
19 | C=CCn1c(CSCc2ccc(Cl)cc2Cl)nnc1SCC(=O)Nc1ccc(C(=O)O)cc1 | nt | -10%[10 µM] | 0% | 1%[9.22 µM] | nt | nt | nt
20 | Cc1ccc(CNC(=O)c2nc3nc(C)cc(C)n3n2)cc1 | 0%[38.3 µM] | 12% | 2% | 9% | -1% | 10% | -4%
21 | CCn1cc(C(=O)O)c(=O)c2cc(F)c(N/N=C/c3ccccc3)cc21 | -3% | 7%[10 µM] | ? | 0% | nt | ? | -4%

# The results go on:
# Below each SMILES – IMPase Li inh, HTT ATP protect, CBFb-RUNX1 inh, HTT aggregate, SMN2 splice enh, Lamin A splicing, KinaseGlo FLuc
31	Cc1sc2nc(CN3CCCCC3)nc(Nc3ccc4c(c3)OCCO4)c2c1C
→ 7%, -29%, -19%, -8%, -1%, nt, 1%
32	Cc1ccc(N2Cc3ccccc3OC(C)C2=O)cc1 (configuration not stated)
→ 3%[38.3 µM], -9%, -3%, -5%, -12%, -6%, 2%
33	COc1ccc(/C=C2/NC(=O)N(CC(=O)Nc3cccc(C)c3)C2=O)cc1O
→ 5%, -39%[inhibitor][1.9 µM], 0%, -1%[9.22 µM], -8%, 2%[9.22 µM], 3%
34	COc1cc(OC)nc(NC(=O)CSc2nc3ccccc3[nH]2)n1
→ 15%[38.3 µM], -9%, 7%, 13%, 11%, -8%, 2%
35	O=c1[nH]nc(N/N=C/c2ccccc2OC(F)F)c(=O)[nH]1
→ nt, 10%[10 µM], 11%, 4%[9.22 µM], nt, nt, nt
36	CCc1c(C(=O)NCc2cnn(C)c2)csc1C
→ 6%, -16%[1.9 µM], -2%, 1%, -46%[inhibitor], -13%, -3%
37	O=C(c1cccc(S(=O)(=O)N2CCc3ccccc32)c1)N1CCN(c2ccccn2)CC1
→ 27%, -69%[inhibitor], -12%, ?, ?, ?, 1%
38	O=C(C[n+]1ccccc1)c1ccc(-c2ccccc2)cc1
→ 6%, ?, 3%, -11%, nt, nt, nt
39	O=C(O)CCCCCNC(=O)c1ccccc1
→ 1%[38.3 µM], 7%, -3%, 1%, -19%, 5%, -5%
40	C=CCNc1ncnc2c1[nH]c1ccccc12
→ nt, -33%, 2%, ?, nt, ?, nt
41	CCN(CC)CC#CCC(OC)(c1ccccc1)c1ccccc1
→ 18%, -7%[10 µM], 4%, -7%[9.22 µM], -22%, ?, 3%
42	CCn1c(=NC(=O)CN2C(=O)CCC2=O)sc2c(C)cc(C)cc21
→ -5%[38.3 µM], -27%, -1%, -11%, -11%, 3%, 0%
43	Cc1cc(NS(=O)(=O)c2ccc(NC(=O)C(C)N3C(=O)c4ccccc4C3=O)cc2)nc(C)n1 (configuration not stated)
→ 0%[38.3 µM], 13%, 8%, -5%, 5%, 13%, 2%
44	Cc1nnc(NC(=O)CSc2n[nH]c(-c3ccccc3)n2)s1
→ -6%, 14%[10 µM], -1%, -11%[9.22 µM], -10%, ?, 4%
45	Cc1nc2ccccn2c1C(=O)CSc1ccc(Cl)cc1Cl
→ -16%[38.3 µM], -15%, 5%, -25%, -50%[inhibitor], ?, 0%
46	COc1cc(OC)c2c(-c3ccccc3)cc(=O)oc2c1
→ -2%, -31%, 3%, 10%, -13%, 30%[9.22 µM], 0%
47	O=C(CN1CCN(S(=O)(=O)c2ccc(Br)cc2)CC1)N/N=C/c1ccco1
→ 0%, 26%[10 µM], -3%, -1%, -4%, -4%, 3%
48	O=C(O)C1Sc2[nH]c(=O)sc2C2c3cc(Br)ccc3OC(=O)C12 (configuration not stated)
→ nt, 20%[10 µM], -4%, -8%[9.22 µM], nt, nt, nt

# Not a hit list; overall some 4% were active at least once.
